# From PubChem
# Gli-Sufu block = Gli-Sufu pathway antagonists, primary screen, luciferase luminescence, Sufu-KO-LIGHT cells, uHTS; 340,000 tested, 0.74% active; inhibition, % at 5 µM; Sufu-KO-LIGHT fibroblasts, Gli luciferase reporter luminescence;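 active = inhibition above about 55%, limit read from the data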;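 note: 0% = DMSO-treated cells and 100% = wells with medium but no cells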
# CCR6 antag = CCR6 receptor antagonists, primary screen, cell-based, CHO-K1, luminescence, beta-arrestin, uHTS; C-C chemokine receptor type 6 (Homo sapiens), P51684; CHO-K1 CCR6 PathHunter beta-arrestin, CCL20-stimulated; inhibition, % at 20 µM; 340,000 tested, 0.49% active;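 active = compounds whose inhibition of the agonist-driven luminescence signal at 20 µM reaches about 50%, limit read from the data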;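 note: cells stimulated with CCL20 at 14 nM final; plate controls were DMSO with CCL20 for no effect and DMSO without agonist for full effect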
# Target sequence (P51684 whole entry, looked up): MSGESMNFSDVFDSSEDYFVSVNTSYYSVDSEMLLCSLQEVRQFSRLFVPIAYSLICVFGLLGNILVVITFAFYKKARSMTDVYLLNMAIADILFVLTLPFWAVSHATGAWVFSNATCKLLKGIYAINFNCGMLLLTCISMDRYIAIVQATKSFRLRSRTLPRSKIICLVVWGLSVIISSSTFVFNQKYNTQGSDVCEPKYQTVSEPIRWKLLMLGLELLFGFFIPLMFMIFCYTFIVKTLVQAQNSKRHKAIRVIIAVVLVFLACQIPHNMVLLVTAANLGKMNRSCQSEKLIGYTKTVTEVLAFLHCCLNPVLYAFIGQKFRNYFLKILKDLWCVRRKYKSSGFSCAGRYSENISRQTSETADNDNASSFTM
# NR3A LBD binder = binders of NR3A ligand-binding domain, primary screen, biophysical, differential scanning fluorimetry, uHTS; Tm shift relative to glycine control, % at 25 µM; 340,000 tested, 2.5% active; NR3A LBD differential scanning fluorimetry, Tm shift; 0% = protein alone, 100% = glycine-bound protein; Glutamate receptor ionotropic, NMDA 3A (GRIN3A) ligand-binding domain;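 active = melting temperature shift of at least 10% of the positive control shift, at one fixed dose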
# CXCR6 inh = CXCR6 receptor inhibitors, primary screen, cell-based, beta-arrestin, luminescence, CHO-K1 PathHunter, 1536-well; C-X-C chemokine receptor type 6 (Homo sapiens), O00574; inhibition, % at 20 µM; 360,000 tested, 0.36% active; AID 602244, 2012; in the data active = inhibition above about 34%, passing the limit was not always enough;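 note: antagonist mode with CXCL16 agonist at 10 nM final; 0% = 10 nM CXCL16 with DMSO and 100% = unstimulated wells without agonist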
# Target sequence (O00574 whole entry, looked up): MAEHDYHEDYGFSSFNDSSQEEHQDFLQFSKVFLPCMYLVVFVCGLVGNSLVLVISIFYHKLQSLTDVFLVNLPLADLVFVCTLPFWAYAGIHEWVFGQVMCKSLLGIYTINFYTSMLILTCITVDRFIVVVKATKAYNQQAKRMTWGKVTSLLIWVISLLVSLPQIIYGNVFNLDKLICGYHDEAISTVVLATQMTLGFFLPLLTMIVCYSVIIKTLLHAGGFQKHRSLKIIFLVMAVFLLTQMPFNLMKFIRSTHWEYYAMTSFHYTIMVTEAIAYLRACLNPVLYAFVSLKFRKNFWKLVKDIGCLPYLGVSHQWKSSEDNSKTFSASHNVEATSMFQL
# MPTP block = mitochondrial permeability transition pore inhibitors, primary screen, biochemical, isolated mouse mitochondria, absorbance; Ca2+ swelling absorbance, 30 min; inhibition, % at 10 µM; 360,000 tested, 1.4% active; AID 602449, 2012;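 active = inhibition of 50% or more, scaled per plate between neutral and stimulator controls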;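 note: 0% = DMSO wells given calcium and 100% = 1 mM EGTA wells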
# APOBEC3A inh = APOBEC3A ssDNA deaminase inhibitors, primary screen, selectivity assay for APOBEC3G inhibitor project, biochemical, FAM/TAMRA oligo cleavage fluorescence. recombinant A3A, FAM/TAMRA ssDNA deamination fluorescence. inhibition, % at 20 µM. AID 493011, 2011. DNA dC->dU-editing enzyme APOBEC-3A (Homo sapiens), P31941. 330,000 tested, 0.41% active;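 active = at least 40% inhibition at 20 µM here, with at most 30% in a related deaminase screen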;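 note: plate controls were A3A with DMSO for no effect and wells lacking A3A enzyme for full effect; some results filed as inactive read as strong as hits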
# EBI2 antag = EBI2 receptor antagonists, beta-arrestin recruitment, primary screen, cell-based, luminescence, 7a,25-OHC stimulation, uHTS; 360,000 tested, 0.81% active; 7a,25-OHC stimulated; inhibition, % at 5 µM; G-protein coupled receptor 183 (Homo sapiens), P32249; in the data active = inhibition above about 38%;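 note: enzyme fragment complementation signal reports receptor beta-arrestin coupling in cells; 0% = agonist plus DMSO wells and 100% = wells without agonist; some results beyond the cut were filed as inactive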
# Target sequence (P32249 whole entry, looked up, the tested form may be a part): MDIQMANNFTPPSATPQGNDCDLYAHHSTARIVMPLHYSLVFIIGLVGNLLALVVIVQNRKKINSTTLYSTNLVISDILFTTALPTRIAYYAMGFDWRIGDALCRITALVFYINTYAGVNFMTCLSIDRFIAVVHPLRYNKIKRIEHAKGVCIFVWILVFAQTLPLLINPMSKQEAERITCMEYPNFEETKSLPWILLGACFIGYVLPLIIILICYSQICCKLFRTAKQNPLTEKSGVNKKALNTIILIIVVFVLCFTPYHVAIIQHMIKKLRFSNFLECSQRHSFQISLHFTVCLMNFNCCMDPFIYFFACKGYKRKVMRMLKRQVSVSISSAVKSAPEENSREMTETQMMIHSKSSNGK
# A3G deaminase = APOBEC3G DNA deaminase inhibitors, primary screen, biochemical, fluorescence, single-stranded DNA substrate, uHTS; DNA dC->dU-editing enzyme APOBEC-3G (Homo sapiens), Q9HC16; recombinant A3G, ssDNA deamination FAM/TAMRA fluorescence; inhibition, % at 20 µM; 330,000 tested, 0.28% active; AID 493012, 2011;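 active = inhibition of at least 40% at 20 µM, with no more than 30% in the related APOBEC3A deaminase screen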;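 note: plate controls were DMSO wells with A3G for no effect and wells lacking A3G enzyme for full effect; some compounds called inactive have numbers as strong as hits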
# An asterisk follows results filed as active; . = not tested or not shown.
SMILES,Gli-Sufu block,CCR6 antag,NR3A LBD binder,CXCR6 inh,MPTP block,APOBEC3A inh,EBI2 antag,A3G deaminase
CCOc1ccccc1NC(=O)Nc1cc(S(=O)(=O)N(C)C)ccc1C,2,11,1,-2,4.1,-2,-11,-9
Nc1cc(N)nc(SCC(=O)N2CCN(S(=O)(=O)c3ccccc3)CC2)n1,10,6,-2,11,1.3,2,-3,-7
Cc1cc(C(F)(F)F)n2ncc(-c3ccccc3)c2n1,13,-3,2,1,0.9,-2,-5,-2
CCOC(=O)c1ccc(N=Cc2c(O)c3ccccc3oc2=O)cc1,-21,2,1,-5,1.5,-5,6,-11
Cc1c(-n2cc(C(=O)c3cc(F)ccc3O)cc(C#N)c2=O)c(=O)n(-c2ccccc2)n1C,-1,8,1,10,-1.6,-3,-12,-6
CC(C)c1ccc(N(CC(=O)NC2CCCCC2)C(=O)CCC(=O)Nc2ccccn2)cc1,27,8,-1,3,0.6,-1,13,-5
Cc1cc(C)nc(SCC(=O)OCC(=O)Nc2ccccc2)n1,19,-7,0,0,1.9,-3,-7,-7
CCCCN(C(=O)CSCC(=O)Nc1cccc(C)c1)c1c(N)n(CCCC)c(=O)[nH]c1=O,-11,0,1,8,0.0,30,6,0
COC(=O)CCN(C(=O)c1ccc(N2CCCCC2)c([N+](=O)[O-])c1)c1ccccn1,6,4,0,7,1.2,-1,4,-1
COc1ccc(Oc2cccc(Cl)c2CNC(=O)CCC(=O)O)cc1,-8,3,-1,-7,1.7,-3,-7,-6
COC(=O)c1sccc1NC(=S)N1CCCCC1,-2,10,0,4,-1.3,-6,2,-6
COc1ccc(-c2[nH]ncc2Oc2ccccc2OC)c(O)c1,4,12,-7,0,-1.6,2,15,-3
CCN1CCN(CCCNC(=O)CNC(=O)c2nn(-c3ccc(OC)cc3OC)c(=O)c3ccccc23)CC1,-2,6,0,-2,0.2,7,-15,-2
CC(C)CC(=O)c1c[nH]c(C(=O)NCc2ccc(F)cc2)c1,-3,4,1,-1,2.1,0,13,-4
O=C(c1cc(-c2cccc(Cl)c2)nc2ccccc12)N1CCN(c2ccccn2)CC1,-6,18,-4,9,0.5,-4,8,-4
COc1c(/C=N/NC(=O)[C@H]2C[C@@H]2c2ccccc2)c(CCN(C)C(C)=O)cc2c1OCO2,1,7,2,0,1.1,1,-7,-12
CCn1ncc(CN2CCC(Oc3cc(C(=O)NC4CC4)ccc3OC)CC2)c1C,7,5,-1,1,-0.5,0,1,-4
CCOC(=O)c1ccc(N2C(=O)c3n[nH]c(C)c3C2c2ccccc2)cc1 (stereo not given),-8,16,-25,10,2.4,0,18,1
CCCNC(=O)c1ccccc1NC(=O)c1ccccc1N(C)S(C)(=O)=O,2,-2,0,-4,-2.7,3,-3,7
C=CCN1CCc2c(cc(O)c(O)c2Cl)C(c2ccccc2)C1 (stereo not given),-13,-4,-1,-11,1.7,3,7,-1
CCCCC(=O)Nc1cccc(-c2ccc3nncn3n2)c1,4,9,-2,2,2.8,-5,6,0
O=C(NCc1csc(-c2cccs2)n1)Nc1ccc(F)cc1F,-2,6,0,-10,5.6,-1,-2,-2
O=C(NC(CSC(=O)c1ccccc1)C(=O)O)OCc1ccccc1 (stereo not given),6,8,0,0,0.2,.,6,.
COc1ccc(CC2(CO)CCN(S(=O)(=O)c3sccc3C)CC2)cc1,0,10,1,3,0.8,2,8,-6
COC(=O)c1ccc(N2NC(=O)/C(=C/c3ccc(OC)c(OC)c3)C2=O)cc1,0,20,4,12,-0.4,1,16,-9
Cc1cc(C)c2c(-n3cccc3)nn(C)c2n1,-2,9,-6,3,0.9,-2,-1,-4
Cc1cc(C)c2cc(C#N)c(NCCNC(=S)NCCCN3CCOCC3)nc2c1,16,-1,0,-2,-0.7,-2,1,-4
O=C(Nc1nnc(S(=O)(=O)N2CCCC2)s1)c1ccccc1Br,-5,7,-10,-2,0.8,-2,-2,-3
CCN(CC)CCNc1oc(-c2ccccc2)nc1S(=O)(=O)c1ccccc1,-1,10,0,-8,1.1,7,3,-8
COc1c2ccccc2nc2ccccc12,7,-9,-12,-3,-0.1,2,-6,-4
CN(C)Cc1c(O)ccc2c1O/C(=C\C=C\c1ccccc1)C2=O,-8,22,-1,2,2.0,-6,-4,-8
O=C(COC(=O)CCOc1ccccc1)Nc1cc(S(=O)(=O)N2CCCCC2)ccc1Cl,-2,8,2,-2,-1.2,-4,4,-5
Cc1cc(C(=O)COC(=O)c2ccc(N)cc2)c(C)n1-c1c(C)n(C)n(-c2ccccc2)c1=O,-4,-10,0,9,1.0,0,-5,3
c1ccc(-c2nnc(SCc3nc4ccccc4[nH]3)n2Cc2ccco2)cc1,5,-31,-3,-1,-0.3,3,5,2
C[C@@H]1CC=C[C@@H]2[C@H]1C(=O)N(Cc1ccccc1)[C@H]2c1cccc(Br)c1,0,18,-3,9,-1.3,4,12,4
COc1ccc(Cl)cc1C(=O)Nc1nc2ccccc2[nH]1,-80,24,-2,10,1.6,6,0,-2
CC1CN(c2nc(N(C)c3ccccc3)nc(N)c2[N+](=O)[O-])CC(C)O1 (stereo not given),-4,9,2,2,0.8,5,-3,-2
COc1ccc(CCCC(=O)NCc2ccccc2)cc1C,-3,17,0,6,0.2,-4,10,-8
Cc1ccc(NC(=O)c2ccc(CSc3nnc(C)s3)cc2)cc1,12,10,-5,-7,1.3,-2,37,-2
CC(C)CCOC(=O)C1C2C=CC3(CN(Cc4cccs4)C(=O)C13)O2 (stereo not given),2,6,0,1,-1.3,0,-10,4

# Single records (already shown).
# Cc1cc(C)c2c(-n3cccc3)nn(C)c2n1 as listed: Gli-Sufu block = -2; CCR6 antag = 9; NR3A LBD binder = -6; CXCR6 inh = 3; MPTP block = 0.9; APOBEC3A inh = -2; EBI2 antag = -1; A3G deaminase = -4
# COc1ccc(CCCC(=O)NCc2ccccc2)cc1C as listed: Gli-Sufu block = -3; CCR6 antag = 17; NR3A LBD binder = 0; CXCR6 inh = 6; MPTP block = 0.2; APOBEC3A inh = -4; EBI2 antag = 10; A3G deaminase = -8

# The listing continues:
SMILES,Gli-Sufu block,CCR6 antag,NR3A LBD binder,CXCR6 inh,MPTP block,APOBEC3A inh,EBI2 antag,A3G deaminase
CC(=O)C1=C(C)Nc2ncnn2C1c1ccccc1Cl (stereo not given),-3,8,0,-2,-0.1,1,-6,-4
Cc1ccc(NC(=O)Cn2cc(S(=O)(=O)c3ccc(F)cc3)c(=O)c3cc(F)ccc32)cc1,16,6,2,2,1.4,0,12,-5
C=CCSc1nc2c(c(=O)[nH]c(=O)n2C)n1Cc1ccccc1,.,17,-1,3,-0.3,-7,7,-6
O=C(N/N=C/c1cccc2cccnc12)[C@H]1C[C@@H]1c1ccccc1,-5,18,-2,3,1.0,-3,8,-4
Nc1ccc(-c2c3ccccc3nc3ccccc23)cc1,2,3,-2,11,0.7,.,-16,.
Cc1ccc(C(=O)Nc2ccccc2C(=O)N2CCOCC2)cc1[N+](=O)[O-],-8,12,-2,-3,-1.4,3,-15,2
C=CC[C@@H](CC(=O)N[C@H](CO)Cc1ccccc1)C(=O)N[C@H](COC(=O)[C@@H](CC=C)CC(=O)OC(C)(C)C)Cc1ccccc1,-14,15,-1,8,-0.3,-1,16,-2
O=C1CCC(C(=O)NCc2ccccc2)N1 (stereo not given),0,2,1,-4,-0.1,-1,4,-5
Cc1ccc(Sc2c(O)c3ccccc3n(C)c2=O)cc1,4,3,-1,-1,-1.4,.,-1,.
CCOc1ccc(Nc2nc3ccccc3n3nnnc23)cc1,-51,-14,3,-9,2.0,-1,-10,-9
COCCN(C(=O)C(C)C)c1nnc(-c2cccc(C)c2)s1,-5,-5,1,-6,0.4,0,11,-2
CCCOC(=O)c1ccc(OCC(O)CN2CCN(C(=O)c3ccccc3)CC2)cc1 (stereo not given),17,6,0,-9,-1.3,-1,-3,2
COc1ccccc1NC(=O)CCCc1nc(-c2ccc(OC)c(OC)c2)no1,14,12,-1,3,-1.2,8,3,2
COc1ccc2[nH]c(=O)c(CN(C(=O)c3cccnc3)c3ccccc3OC)cc2c1,-5,-9,2,3,2.1,10,-1,3
CC(=O)OCC(=O)C1(O)CCC2C3CCC4=CC(=O)CCC4(C)C3(F)C(O)CC21C (stereo not given),17,-2,1,0,-0.9,.,1,.
O=C(N[C@@H](Cc1ccccc1)C(=O)N1CCN(S(=O)(=O)c2ccccc2F)CC1)c1ccco1,3,-7,-2,2,2.1,-4,-9,-8
C=CCNc1nc(C(=O)OCC(=O)c2ccc(Cl)cc2)cs1,-8,-1,-1,2,-1.1,0,2,1
CCOc1ccc(OC(=O)c2cccnc2)cc1,24,-2,-2,-4,-1.5,-3,3,-2
O=C(CN1C(=O)COc2ccccc21)N1CCc2ccccc2C1,14,12,-2,-1,-1.1,3,3,2
CN1CCc2c(c3c(n2C)CCN(C)C3c2ccc(F)cc2)C1c1ccc(F)cc1 (stereo not given),22,1,-1,-8,-0.5,-6,-7,-5
O=C(Oc1ccccc1N1C(=O)C2CCCCC2C1=O)c1ccccc1 (stereo not given),24,-6,0,3,-0.7,2,-5,-3
CC(=O)Nc1ccc(NC(=O)CSc2ccc(C)cc2)cc1,-3,1,-18,-4,-8.3,11,-9,-3
O=C(Nc1ccc(Cl)cc1)Nc1nnc(SCc2ccc(Cl)cc2)s1,3,4,-2,-11,85*,-4,-8,-1
CCOc1ccc(NC(=O)NCCN2C(C)CCCC2C)cc1 (stereo not given),3,12,-1,1,-2.0,-1,-16,-7
CC(NC(=O)C1CCCN1S(=O)(=O)c1ccccc1)c1ccccc1 (stereo not given),11,0,-1,0,-0.1,1,-6,4
COc1ccc(C(=O)NC(CCSC)C(=O)N2CCCCCC2)cc1 (stereo not given),-11,-4,1,5,2.5,2,-3,-7
CCCN1CCN(S(=O)(=O)c2ccc3c(c2)NC(=O)C(C)C(=O)N3)CC1 (stereo not given),29,1,-2,-3,1.2,5,-8,1
O=C(Cc1cccc(F)c1)N1CCOCC1,14,-5,0,2,-0.8,.,9,.
Cc1ccn(C(=O)c2ccc(NC(=O)C3CC3)cc2)n1,-8,5,-2,-1,0.1,3,-3,-1
Cc1ccccc1OCC(O)Cn1c(NCc2ccco2)nc2c1c(=O)[nH]c(=O)n2C (stereo not given),0,15,2,5,1.9,-4,-3,-2
COc1cccc(CNC(=O)[C@H](CC(C)C)NC(=O)N2CCn3c2nc2ccccc23)c1,11,6,3,4,-0.1,-1,1,-3
Cc1ccc(OCC(=O)N2CCC(N3CCCCCC3)CC2)cc1,7,-6,1,2,-1.9,-2,9,-1
O=c1c2ccccc2nc(-c2ccccc2)n1O,5,-15,0,-3,1.0,0,2,-2
CCN1C(=NCCOC)N[C@@H](c2cccc(C(F)(F)F)c2)C(C(=O)OC)=C1C,14,2,1,9,0.0,45*,3,14
CCn1ncc(Br)c1C(=O)Nc1cccc(C(C)=O)c1,-7,2,-5,-5,0.9,-5,-4,-7
CCCc1c(C(=O)N/N=C/c2ccccc2C(F)(F)F)nnn1-c1nonc1N,5,10,8,5,1.4,-4,15,-6
